Assay outcomes (PubChem)
LANA DNA inh = blocks KSHV LANA C-terminal domain binding to DNA; MBP-C-LANA/FAM-LBS DNA binding, fluorescence polarization; inhibition, % at 9 µM; actives 0.078% (n = 340,000);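 active means highest replicate inhibition at or above 60% at 9 µM, even if other replicates fall short; inactive means all replicates below 60% inhibition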;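 further: 0% = neutral control wells and 100% = 4 µM acridine orange control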
NSD2 HMT inh = inhibitors of human histone methyltransferase NSD2; NSD2 peptide methylation, AlphaScreen, 120 min; AID 743445; actives 0.54% (n = 310,000); inhibition, % at 12.5 µM; O96028; in the data active means inhibition above about 50%
Target sequence (O96028 whole entry, looked up): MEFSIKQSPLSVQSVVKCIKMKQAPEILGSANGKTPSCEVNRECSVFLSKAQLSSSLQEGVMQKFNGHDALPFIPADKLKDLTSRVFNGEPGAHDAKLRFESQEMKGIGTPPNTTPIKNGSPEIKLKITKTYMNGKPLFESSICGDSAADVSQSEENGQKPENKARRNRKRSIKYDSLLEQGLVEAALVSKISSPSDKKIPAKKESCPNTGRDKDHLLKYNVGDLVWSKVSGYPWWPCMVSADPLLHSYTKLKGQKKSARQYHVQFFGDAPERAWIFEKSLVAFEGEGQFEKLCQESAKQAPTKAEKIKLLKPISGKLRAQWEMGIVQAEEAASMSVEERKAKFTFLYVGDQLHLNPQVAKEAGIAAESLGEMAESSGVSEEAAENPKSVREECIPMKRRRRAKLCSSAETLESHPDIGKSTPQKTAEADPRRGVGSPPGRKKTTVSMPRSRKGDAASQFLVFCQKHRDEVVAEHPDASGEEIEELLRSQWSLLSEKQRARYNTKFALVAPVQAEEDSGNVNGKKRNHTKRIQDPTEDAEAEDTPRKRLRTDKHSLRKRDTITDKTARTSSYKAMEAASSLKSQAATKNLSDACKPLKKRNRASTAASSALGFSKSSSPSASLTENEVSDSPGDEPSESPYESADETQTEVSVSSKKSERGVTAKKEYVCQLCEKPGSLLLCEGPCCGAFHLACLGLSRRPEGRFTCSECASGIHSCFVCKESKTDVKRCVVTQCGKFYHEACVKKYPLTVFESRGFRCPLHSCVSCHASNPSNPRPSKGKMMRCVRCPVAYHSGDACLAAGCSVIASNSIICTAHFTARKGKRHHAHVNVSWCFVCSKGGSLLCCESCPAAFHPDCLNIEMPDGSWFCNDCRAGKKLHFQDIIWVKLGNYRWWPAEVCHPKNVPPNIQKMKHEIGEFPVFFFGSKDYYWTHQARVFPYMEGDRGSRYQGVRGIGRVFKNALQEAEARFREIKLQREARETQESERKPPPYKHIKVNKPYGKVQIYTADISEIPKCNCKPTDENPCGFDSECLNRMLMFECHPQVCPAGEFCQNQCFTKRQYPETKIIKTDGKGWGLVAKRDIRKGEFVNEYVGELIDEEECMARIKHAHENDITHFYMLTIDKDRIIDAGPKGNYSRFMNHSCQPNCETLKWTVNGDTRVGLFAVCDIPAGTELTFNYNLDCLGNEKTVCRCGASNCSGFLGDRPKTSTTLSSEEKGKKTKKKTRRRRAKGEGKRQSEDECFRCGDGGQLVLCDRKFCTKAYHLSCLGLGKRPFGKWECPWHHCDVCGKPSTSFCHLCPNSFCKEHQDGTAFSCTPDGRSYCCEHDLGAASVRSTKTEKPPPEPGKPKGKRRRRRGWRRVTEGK
RTF Ca sens act = increases calcium sensitivity of human cardiac regulated thin filaments; P19429+P45379; IANBD-labeled TnC RTF fluorescence at EC20 calcium; 0% EC20 calcium, 100% full calcium; activation, % at 7.2 µM; actives 0.24% (n = 340,000); AID 493008;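 active means activation above the mean over all tested compounds plus 3 SD, cut at about 30% in these data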;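 further: rise in fluorescence read as greater calcium sensitivity of cardiac thin filaments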
Rtt109 HAT inh = C. albicans Rtt109 histone acetyltransferase inhibition. actives 0.16% (n = 330,000). AID 540336. inhibition, % at 34.9 µM. purified Rtt109/Vps75, ThioGlo CoA-SH fluorescence, 4 h. Q5AAJ8;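 active means inhibition of at least 50% in every replicate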
RTF Ca sens inh = cardiac RTF calcium desensitization; IANBD-labeled cardiac RTF, Ca2+ fluorescence; AID 493244; inhibition, % at 7.15 µM; actives 0.12% (n = 340,000); P19429+P45379;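 active means inhibition above the mean inhibition of all tested compounds plus 3 SD, cut at about 17% in these data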;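 further: assay run at fixed EC70 calcium of 1.6 mM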
Mot1-301 SUMO = inhibitors of SUMOylation pathway: yeast Mot1-301 growth rescue; S. cerevisiae Mot1-301 growth rescue, ATP luminescence, 38.5C; percent above DMSO median, 100 means doubled; actives 1% (n = 320,000); growth rescue, % at 18.8 µM;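 active means every valid replicate shows activation above 250% relative to neutral control wells; inactive means the rest, any valid replicate at or below 250%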;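 further: OY570 slx delta 5 strain wells were the positive control but not used for scaling; some compounds called inactive have numbers as strong as hits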
Keap1-Nrf2 PPI = inhibitors of human Keap1-Nrf2 protein-protein interaction; Q14145; inhibition, % at 9.4 µM; AID 504523; Keap1 Kelch-Nrf2 peptide fluorescence polarization, 1536-well; actives 0.15% (n = 340,000); in the data active means inhibition above about 12%;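 further: human Keap1 Kelch domain with fluorescein labeled Nrf2 9mer peptide probe; 0% = neutral control wells and 100% = peptide positive control; higher means more block of Keap1 binding to Nrf2 peptide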
dFosB act = mouse delta FosB homodimer activation | activation, % at 25 µM | actives 0.99% (n = 340,000) | purified delta FosB, TAMRA-CDK5 oligo fluorescence polarization; percent of positive-control signal above neutral wells;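 active means mean activation above about 17%, with every replicate also reaching it, limit read from the data, passing the limit was not always enough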;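 further: fluorescence polarization rise as delta FosB binds a TAMRA Cdk5 AP-1 oligo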
CDK5 p35 inh = blocks human CDK5/p35 kinase activity | Q00535+Q15078 | Recombinant CDK5/p35, ADP-Glo luminescence, 60 min | inhibition, % at 10 µM | actives 0.01% (n = 330,000);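 active means highest replicate inhibition of at least 50% and at least 75% of replicates reaching 50%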;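 further: plate controls were DMSO neutral control for no effect and GW8510 at 10 µM for full effect; many of its hits are not listed in these tables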
PvdQ inh = blocks Pseudomonas aeruginosa PvdQ acylase activity. purified PvdQ acylase, fluorescence plate reader. inhibition, % at 10 µM. actives 0.063% (n = 340,000); in the data active means inhibition above about 30%, passing the limit was not always enough;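 further: 0% = vehicle neutral wells and 100% = reference inhibitor wells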
PfHsp90 yeast 2 = inhibits growth of yeast expressing Plasmodium falciparum Hsp90; inhibition, % at 9.4 µM; AID 504621; S. cerevisiae expressing PfHsp90, BacTiter-Glo ATP, 48 h; yeast lacking PDR1 and PDR3 efflux regulators; actives 0.32% (n = 310,000);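 active means every replicate shows inhibition above about 80%, whatever the replicate mean, limit read from the data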;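 further: 0% = DMSO neutral controls and 100% = 20 µM radicicol positive controls; yeast relying on Plasmodium falciparum Hsp90 in place of its own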
Numbers without * were called inactive; . = no result given; + = active, no number. The order is random. Share with any hit: about 3.2%.

SMILES | LANA DNA inh | NSD2 HMT inh | RTF Ca sens act | Rtt109 HAT inh | RTF Ca sens inh | Mot1-301 SUMO | Keap1-Nrf2 PPI | dFosB act | CDK5 p35 inh | PvdQ inh | PfHsp90 yeast 2
CCc1ccc(NC(=O)CSc2ccccn2)cc1 | -0.8 | -4 | 3 | 5 | -4 | 30 | 3 | 1 | -0.5 | -2 | -4
CCN1CCN(S(=O)(=O)c2ccc(Cl)c(C(=O)N(C)Cc3ccc(F)cc3)c2)CC1 | 0.2 | -2 | -1 | -9 | -6 | -7 | -2 | -1 | 0.8 | -10 | .
CCOC(=O)CS(=O)(=O)c1ccc(C(F)(F)F)cn1 | -1.4 | -1 | -2 | 0 | -7 | 5 | -8 | -3 | -2.2 | 1 | 45
O=c1[nH]c2cc3c(cc2cc1C(c1nnnn1C1CCCC1)N1CCCc2ccccc21)OCCO3 (configuration not stated) | -1.4 | 5 | 3 | 5 | -6 | . | 0 | -5 | -0.4 | -7 | -2
CC(C)(C)Nc1c([N+](=O)[O-])c(=O)sc2ccccc12 | 4.6 | 1 | -2 | 2 | -1 | -11 | -3 | -4 | -0.5 | 7 | 1
Cc1ccc(OCc2cc(C(=O)N(C)CCc3ccccc3)no2)cc1C | -0.9 | -3 | -6 | -8 | 6 | -14 | -5 | -4 | 1.1 | -4 | 3
COC(=O)C(C)n1cnc2c(nnn2-c2ccccc2)c1=O (configuration not stated) | -1.7 | . | -2 | -6 | -1 | -2 | -6 | 3 | 2.6 | -8 | -8
CCCCCCCCSc1nnc2[nH]c(=O)cc(N)n12 | 1.0 | 2 | 14 | 6 | -13 | -15 | -3 | -3 | 0.4 | -14 | -15
CCSc1ccc2c(c1)N(CCCN1CCN(C)CC1)c1ccccc1S2 | -1.0 | . | -3 | 18 | 9 | -15 | 0 | 8 | 1.1 | 0 | 13
CCn1c(SCC(=O)OCC(=O)N2c3ccccc3NC(=O)C2(C)C)nnc1-c1ccco1 | 0.6 | -2 | -5 | . | -20 | -17 | 1 | 2 | -0.4 | -7 | 10
CCOc1ccc(NC(=O)Cn2nc(C(N)=O)c3ccccc3c2=O)cc1S(=O)(=O)N1CCCC1 | -1.6 | 1 | 1 | 1 | 4 | -15 | -9 | -6 | -6.0 | -2 | 28
COc1ccc(-c2oc3ccccc3c2C(=O)OCc2ccccc2OC)cc1 | 2.1 | . | 10 | 3 | 2 | 641 | -2 | -12 | -3.8 | -45 | -11
COc1ccc(NC(=O)Nc2ccc3c(c2)CCC3)c(OC)c1 | 0.8 | -1 | 7 | 4 | -6 | 8 | -2 | -12 | -2.2 | -9 | -41
CN(c1ccccc1)S(=O)(=O)c1ccc(NC(=O)c2ccc(F)cc2)cc1 | -2.0 | 29 | 1 | 0 | -4 | 1 | -2 | -3 | 0.5 | -16 | -8
CC(C)N(CCNC(=O)c1ccc(NC2=NC3CS(=O)(=O)CC3S2)cc1)Cc1ccco1 (configuration not stated) | -0.4 | . | -1 | 15 | -4 | 9 | 4 | -2 | 0.5 | -6 | -2
O=C1CCCCC1S(=O)(=O)c1ccccc1 (configuration not stated) | -0.1 | -3 | -1 | -3 | 4 | -2 | 1 | 4 | . | -1 | 10
Cc1cc(O)c(-c2n[nH]c3c2C(c2cccc(O)c2)N(Cc2cccnc2)C3=O)cc1Cl (configuration not stated) | 0.5 | 2 | -7 | 5 | 5 | -14 | 4 | 23* | -0.6 | 16 | -29
CNc1nc(N/N=C/c2cc3c(cc2[N+](=O)[O-])OCO3)nc(Nc2ccccc2)n1 | 0.0 | -3 | 0 | 15 | -13 | 9 | 0 | 55* | -2.3 | -7 | -20
OCCN=C1CCCc2c1[nH]c1ccc(Cl)cc21 | -2.8 | 1 | 18 | 16 | 3 | 52 | 5 | -10 | 1.0 | 9 | -17
COC(=O)c1ccccc1-c1ccc(C(c2c(C)[nH][nH]c2=O)c2c(C)[nH][nH]c2=O)o1 | 3.9 | 196* | -7 | 0 | -9 | 52 | -8 | -6 | 2.0 | -15 | 42
Cc1ccc(NC(=O)N2CCCCC2)cc1[N+](=O)[O-] | -0.3 | -1 | -5 | -3 | -8 | -4 | -6 | -3 | 12 | 7 | 9
CSCCC(NC(=O)COc1ccccc1)C(=O)NCCOc1ccccc1 (configuration not stated) | 3.2 | 5 | -5 | -10 | -4 | 3 | -1 | -6 | 0.5 | -9 | 6
CCOc1ccc(Nc2ncnc3c2nnn3Cc2ccccc2)cc1 | -0.6 | -3 | 0 | -1 | -5 | -10 | -1 | -9 | 1.2 | -1 | -12
CC(C)CCN1CCN(Cc2ccc(N3CCNC3=O)cc2)CC1CCO (configuration not stated) | -0.2 | 2 | -1 | -16 | -7 | 7 | 0 | -10 | -1.1 | -8 | -13
O=c1cc(-c2ccc(Cl)cc2)oc(=O)[nH]1 | 1.3 | -2 | 4 | -16 | -6 | 10 | -4 | 3 | 0.3 | -13 | 1
O=c1c2ccccc2n(Cc2ccc(F)cc2)c(=O)n1C1CCCC1 | 1.7 | -2 | 2 | -5 | 2 | 18 | -3 | -1 | -0.6 | -10 | .
Cc1ccccc1NC(=O)c1ccno1 | 1.0 | 6 | -2 | 2 | -4 | -2 | 3 | -1 | 1.1 | -6 | 14
O=C(CCc1ccccc1)Nc1ccc(N2CCOCC2)cc1 | 0.6 | 0 | -2 | 6 | -13 | -6 | -6 | -5 | -2.3 | -9 | 5
Nc1ccccc1Oc1ncc(C(F)(F)F)cc1Cl | 1.0 | 0 | 1 | -4 | -1 | 275* | -6 | -5 | -1.3 | -9 | -7
CCNC(=O)NC(=O)C(C)OC(=O)CNS(=O)(=O)c1c(Cl)cc(Br)cc1Cl (configuration not stated) | 0.4 | -1 | -3 | -5 | -8 | . | -4 | -1 | 0.7 | -4 | 1
Cc1c(C)c2c(OCC(=O)N3CCC(O)CC3)cc3c(c2oc1=O)CCC(C)(C)O3 | -2.0 | . | 25 | -26 | -17 | -12 | -3 | -3 | -3.0 | -53 | -19
O=C(O)CCc1ccc(-c2cccs2)n1CCC(=O)O | 3.4 | 5 | 10 | 0 | -3 | -2 | -3 | -5 | -0.9 | -17 | -1
CCCN(C1CCS(=O)(=O)C1)S(=O)(=O)c1ccc(F)cc1 (configuration not stated) | 2.4 | 3 | -2 | -4 | -3 | 184 | 3 | 4 | 1.5 | -4 | 0
Nc1nc2ccccc2n1CCOc1ccc(Br)cc1 | 1.6 | 0 | 20 | -5 | -8 | 7 | 0 | -1 | -0.5 | -1 | 11
CSc1nnc(CNS(=O)(=O)c2ccc(Br)cc2)n1C | -2.3 | 1 | -4 | -9 | -1 | 5 | -4 | -1 | 0.9 | -15 | 15
O=C(CCCC(=O)OCC(Cl)=C(Cl)Cl)Nc1ccccc1 | 1.0 | -5 | -3 | 3 | -11 | 6 | 0 | -1 | -0.8 | -5 | -12
COc1cc(C=NNC(=O)c2ccccc2-n2cccc2)ccc1O | -2.4 | 2 | -3 | 0 | -5 | -2 | -6 | -8 | 0.0 | 18 | -3
CNC(=O)COC(=O)/C=C/c1cccs1 | -2.6 | 79* | 1 | 1 | -7 | . | -2 | -2 | 1.1 | -6 | -24
O=C(Cc1noc2ccccc12)Nc1ccccn1 | 11 | -1 | -4 | 0 | 2 | -4 | -1 | 9 | . | 3 | -24
CCCCCN(C(=O)CCC(=O)OCc1ccccc1Cl)c1c(N)n(CCCC)c(=O)[nH]c1=O | 0.4 | 0 | -2 | 22 | 1 | 13 | -3 | -2 | 1.7 | 9 | -2
NC(=O)CN1CCN(c2ccccc2F)CC1 | 1.3 | -2 | -1 | 33 | 1 | 9 | -1 | -5 | -0.9 | 6 | -13
O=c1[nH]c(=O)n(C2OC(CO)C(O)C2O)cc1F (configuration not stated) | -1.0 | -1 | -4 | -3 | -23 | . | -1 | 5 | 0.1 | -22 | -15
COc1ccc(OCc2ccc(C(=O)N3CCOCC3)cc2)cc1 | -8.5 | -19 | -1 | 5 | -5 | 98 | 2 | 2 | -1.0 | 10 | 4
Cc1cc(C)n(CCN(C)C(=O)c2cc(COc3c(F)cccc3F)on2)n1 | -2.4 | 2 | 2 | -8 | 0 | -9 | -3 | -8 | -1.1 | -13 | -19
Cc1ccc(CNC(=O)c2ccc3c(=O)n(CCCN4CCCC4=O)c(=S)[nH]c3c2)cc1 | 7.5 | 6 | 2 | 2 | -1 | -19 | 4 | -1 | 0.5 | 4 | -60
Cc1cccc(N2C(=O)SC(N(CC(=O)O)c3cccc(C)c3)C2=O)c1 (configuration not stated) | 3.0 | . | -2 | 7 | -11 | 127 | -2 | 9 | 1.3 | 7 | -3
CC(Sc1ccccc1)C(=O)NN=C1CCCCCC1 (configuration not stated) | -1.2 | -10 | 7 | 9 | -3 | -2 | -5 | 1 | -3.1 | -14 | -10
Cc1cccc2c(N=NC(=O)c3ccc(NS(=O)(=O)c4cccs4)cc3)c(O)[nH]c12 | 1.3 | 64* | 0 | 2 | -6 | -3 | 0 | -12 | -1.5 | -9 | .
CCOc1ccc(N(CC(=O)NCc2ccc(Cl)cc2)S(=O)(=O)c2c(C)noc2C)cc1 | -0.2 | -4 | 4 | -6 | 3 | 12 | -2 | -10 | -1.4 | -15 | -35
CCOC(=O)CNc1nc(Cl)nc(NC(C)(C)C)n1 | 0.6 | -1 | -2 | -4 | -2 | 0 | -1 | 0 | 1.0 | -10 | 1
New compounds follow:
SMILES | LANA DNA inh | NSD2 HMT inh | RTF Ca sens act | Rtt109 HAT inh | RTF Ca sens inh | Mot1-301 SUMO | Keap1-Nrf2 PPI | dFosB act | CDK5 p35 inh | PvdQ inh | PfHsp90 yeast 2
CCOC(=O)Cc1c(C)nc2c(-c3cccc(Br)c3)c[nH]n2c1=O | 0.9 | 4 | -6 | -9 | -7 | -9 | 1 | 2 | 2.0 | -1 | 19
C=CCNC(=O)CN(c1ccc(F)cc1)S(=O)(=O)c1ccc(OC)cc1 | 0.5 | -3 | -3 | 2 | -2 | -1 | 1 | -2 | -0.3 | -1 | 1
CCOc1ccc2nc(C(C)O)[nH]c2c1 (configuration not stated) | 0.1 | -1 | -2 | . | -7 | + | -4 | -1 | 2.5 | -10 | -31
Cc1nn(-c2ccc(F)cc2)c(Cl)c1C(=O)OC(C)C(=O)N(C)C1CCCCC1 (configuration not stated) | 0.3 | -3 | 9 | 4 | -4 | 11 | -1 | -21 | 1.7 | -12 | .
Cc1[nH]nc(SCC(=O)N2CCOCC2)c1[N+](=O)[O-] | -0.7 | -11 | 2 | -2 | -5 | 11 | 1 | -2 | -0.1 | 4 | 15
CCC(=O)N1CCN(c2ccc(NC(=O)c3ccc(Br)o3)cc2)CC1 | -1.6 | 12 | 1 | . | -5 | -1 | -1 | -4 | -0.6 | -7 | -7

Exported with tabs: entries from further up.
compound	LANA DNA inh	NSD2 HMT inh	RTF Ca sens act	Rtt109 HAT inh	RTF Ca sens inh	Mot1-301 SUMO	Keap1-Nrf2 PPI	dFosB act	CDK5 p35 inh	PvdQ inh	PfHsp90 yeast 2
Cc1[nH]nc(SCC(=O)N2CCOCC2)c1[N+](=O)[O-]	-0.7	-11	2	-2	-5	11	1	-2	-0.1	4	15
CCOc1ccc2nc(C(C)O)[nH]c2c1 (configuration not stated)	0.1	-1	-2	.	-7	+	-4	-1	2.5	-10	-31
